Screens: PubChem BioAssay, National Center for Advancing Translational Sciences (NCATS)
EPAC2 agonist = EPAC2 (human) agonism; Potency, µM (titrated, usually from 154 µM), inactives show at the top dose activation, most hits filed as activators; Q8WZA2; hit rate 0.079% among 360,000; EPAC2 activation, biochemical qHTS; response scale: 100% = 6.5 mM cAMP response; further: potency means the concentration at half of the fitted maximal effect; nearly all actives have a fitted effect of over 50% in size
Target sequence (Q8WZA2 whole entry, looked up): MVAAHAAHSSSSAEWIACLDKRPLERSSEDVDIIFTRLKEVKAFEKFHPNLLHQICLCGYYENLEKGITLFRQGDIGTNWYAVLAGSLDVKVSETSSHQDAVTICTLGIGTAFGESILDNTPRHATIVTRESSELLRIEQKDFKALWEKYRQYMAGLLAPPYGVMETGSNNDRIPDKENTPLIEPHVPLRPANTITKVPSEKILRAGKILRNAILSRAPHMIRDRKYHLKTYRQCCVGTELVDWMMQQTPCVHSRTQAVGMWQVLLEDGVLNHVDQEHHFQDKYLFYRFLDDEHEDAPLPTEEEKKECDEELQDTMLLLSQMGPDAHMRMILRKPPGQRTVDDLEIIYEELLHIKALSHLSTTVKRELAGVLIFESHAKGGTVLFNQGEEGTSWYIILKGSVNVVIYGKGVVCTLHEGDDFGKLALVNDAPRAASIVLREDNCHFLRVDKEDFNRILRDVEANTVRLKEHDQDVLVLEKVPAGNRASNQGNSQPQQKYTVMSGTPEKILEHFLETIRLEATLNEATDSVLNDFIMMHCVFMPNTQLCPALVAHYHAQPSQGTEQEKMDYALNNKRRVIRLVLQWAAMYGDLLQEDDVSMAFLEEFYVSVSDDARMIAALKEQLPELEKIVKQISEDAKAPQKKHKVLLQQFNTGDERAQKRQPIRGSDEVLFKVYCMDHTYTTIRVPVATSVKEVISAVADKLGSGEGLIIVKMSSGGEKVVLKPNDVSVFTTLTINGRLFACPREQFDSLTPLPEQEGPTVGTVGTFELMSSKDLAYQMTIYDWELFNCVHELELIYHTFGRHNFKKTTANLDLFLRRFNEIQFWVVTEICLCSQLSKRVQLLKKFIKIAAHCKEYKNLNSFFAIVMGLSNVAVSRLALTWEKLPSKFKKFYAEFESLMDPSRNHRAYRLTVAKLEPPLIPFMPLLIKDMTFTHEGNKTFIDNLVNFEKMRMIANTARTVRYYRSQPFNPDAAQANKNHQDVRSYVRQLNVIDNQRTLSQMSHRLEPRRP
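Nucleotide exchange monitored as fluorescence drop when BODIPY-GDP leaves Rap1B. Reaction: 100 nM EPAC2, 250 nM RAP1B-BODIPY-GDP, 50 uM GDP, room temperature, kinetic read over 30 min. Activity expressed relative to 6.5 mM cAMP.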
Akt phos inh = inhibitors of Akt phosphorylation | Neuro2A IGF-stimulated pAkt S473 HTRF, 20 min; hits give low values | hit rate 0.32% among 360,000 | activity change, % for hits at 50 µM; in the data active means activity change below about -80%; inconclusive means mostly about -51% to -80%; further: on the % scale 0 is the no-effect control and ±100 the full control effect
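Neuro2A cells in DMEM with 0.5% FBS, overnight at 37 deg C, given compound at single 50 µM final, then IGF (6 nM final) for 20 min at 37 deg C. Lysed; phospho-Akt Ser473 by HTRF after 24 h, 665/615 ratio.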
D3 ag = D3 dopamine receptor (human) agonism | P35462 | D3R DiscoveRx beta-arrestin cells, luminescence, 90 min | max activation, % | hit rate 0.58% among 410,000; in the data active means max activation above about 30%; further: 0% is about no effect; mostly tested at two doses, the higher about 12 µM
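Agonist-mode cell screen: cells plated at 1500/well and incubated overnight at 37 °C, then exposed to library compounds for 90 min at 37 °C. Detection reagent was added for 30–60 min at room temperature, and luminescence was read.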
MmCpn inh = M. maripaludis TRiC chaperonin inhibition; purified Mm-Cpn ATPase, ADP Transcreener TR-FRET; Potency, µM (series often up to 76.9 µM), for inactives: at the highest dose activity, negative = inhibition, hits mostly inhibitors; hit rate 0.031% among 330,000; AID 504842; further: potency means the concentration at half of the fitted maximal effect; on the % scale 0 is the no-effect control and ±100 the full control effect; nearly all actives have a fitted effect of over 80% in size
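Purified archaeal chaperonin (25 nM final) was preincubated with compound for 10 min at 37°C, then ATP (10 uM final) was added for 30 min at 37°C in Tris pH 7.4/KCl/MgCl2/DTT buffer. ADP was quantified by HTRF Transcreener TR-FRET.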
D3 antag = D3 dopamine receptor (human) antagonism. P35462. max response, negative = inhibition, %. hit rate 2.5% among 360,000. D3R cells, DiscoveRx beta-arrestin luminescence, antagonist mode; hits give low values; in the data active means max response below about -50%; inconclusive means no clear call, values can overlap the other calls; further: on the % scale 0 is the no-effect control and ±100 the full control effect; mostly tested at two doses, the higher about 12 µM
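Cells plated overnight at 1500 cells/well, then exposed to library compounds with dopamine controls for 90 minutes at 37 degrees C. DiscoveRx reagent added for 30–60 minutes at room temperature; luminescence read, quantitative HTS format.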
PTHR1 ag = agonists of human PTHR1 parathyroid hormone receptor | Q03431 | Potency, µM (titrated, usually from 115 µM), inactives show at the top dose activation, usual class: activators | hit rate 0.075% among 410,000 | HEK293 GP2 PTHR1 cells, GloSensor cAMP luminescence, 1 h; further: potency means the concentration at half of the fitted maximal effect; nearly all actives have a fitted effect of over 55% in size; some results filed as inactive show a strong effect at the top dose; inactives centre near -15; many of its hits are not listed in these tables
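HEK-293-derived GP2 cells expressing PTHR1 and a GloSensor cAMP reporter, 3,000/well, plated overnight, given luciferin plus IBMX (each 0.5 mM as added) for 1 h at 37 °C, then compound for 1 h at 37 °C. Luminescence was read after 15 min at room temperature.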
EPAC2 antag = antagonists of human EPAC2 | Q8WZA2 | EPAC2 GEF exchange of Rap1B-BODIPY-GDP, fluorescence | Potency, µM (doses to about 114 µM), for inactives: top-dose activity, negative = inhibition, actives largely listed as inhibitors | hit rate 0.18% among 360,000 | AID 720708; further: potency means the concentration at half of the fitted maximal effect; on the % scale 0 is the no-effect control and ±100 the full control effect; nearly all actives have a fitted effect of over 45% in size; many of its hits are not listed in these tables
CCT modulator = changes cytosolic chaperonin activity; purified chaperonin ATPase assay, HTRF ADP detection, 30 min; activity change, % (concentration not given with the values), hits read low; hit rate 0.3% among 360,000; in the data active means activity change below about -30%; further: on the % scale 0 is the no-effect control and ±100 the full control effect
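First, chaperonin was dispensed at 40 nM or 20 nM final depending on batch activity. Next, compounds were pinned at 76 uM and ATP added at 10 uM. After 30 min at 37 °C, ADP detection reagents ran 30 min at ambient temperature.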
An asterisk follows results filed as active; & = joins results of further samples; [ ] = remark or other dose. Unless noted, the call rests on the fitted dose curve; in most records, active means well fitted curve in the direction sought with a large enough effect; inconclusive means small, poorly fitted or top-dose-only effect, or another doubt; inactive means no such curve, though single readings can be large; an effect the other way counts as inactive or inconclusive. This is a subset; the hit share may differ from the screen's.

Screening COc1ccc(OCc2nnnn2-c2ccccc2)cc1 returned EPAC2 agonist 2.6%, Akt phos inh inactive, D3 ag -10.8, MmCpn inh 2.0%, D3 antag -14.6, PTHR1 ag inactive, EPAC2 antag 0.4% and CCT modulator 2.2.
Screening CCOC(=O)c1c(CN2CCN(CCO)CC2)n(-c2ccccc2)c2cc(Br)c(O)cc12 returned EPAC2 agonist -1.1%, Akt phos inh inactive, D3 ag -0.7, MmCpn inh -1.6%, D3 antag -12.6, PTHR1 ag inactive, EPAC2 antag 1.9% and CCT modulator -1.4.
`Cc1ccc(OCC(=O)NC(=S)Nc2ccc(Br)cn2)cc1C` gave EPAC2 agonist 2.0%, Akt phos inh inactive, D3 ag 5.9, MmCpn inh -0.8%, D3 antag 11.5, PTHR1 ag -5.5%, EPAC2 antag -16.5% and CCT modulator 2.0.
Screening COC(=O)c1ccc(CSc2nncn2C)cc1 returned EPAC2 agonist 4.9%, Akt phos inh inactive, D3 ag -5.6, MmCpn inh -4.9%, D3 antag 0.0, PTHR1 ag -23.7%, EPAC2 antag 6.8% and CCT modulator 1.0.
For Cn1cc(S(=O)(=O)NCc2ccc3c(c2)OCO3)c(C(F)(F)F)n1 the results were EPAC2 agonist 4.9%, Akt phos inh inactive, D3 ag 6.9, MmCpn inh 4.1%, D3 antag -1.5, PTHR1 ag -23.7%, EPAC2 antag 4.1% and CCT modulator -3.1.
`[N-]=[N+]=CC(=O)C(Cc1ccccc1)N1C(=O)c2ccccc2C1=O` (stereo not drawn) gave EPAC2 agonist 4.9%, Akt phos inh inactive, D3 ag -1.8, MmCpn inh -0.1%, D3 antag -9.2, PTHR1 ag inactive, EPAC2 antag -7.7% and CCT modulator 2.9.
Screening COc1ccccc1-c1cc(C(=O)N/N=C/c2ccc(C)o2)c2ccccc2n1 returned EPAC2 agonist 13.6%, Akt phos inh inactive, D3 ag -27.7, MmCpn inh -5.0%, D3 antag inconclusive, PTHR1 ag -29.9%, EPAC2 antag -4.5% and CCT modulator 1.8.
S=c1[nH]ccn1Cc1ccccc1 was read as EPAC2 agonist 5.4%, Akt phos inh inactive, D3 ag 5.7, MmCpn inh 2.0%, D3 antag -7.5, PTHR1 ag inactive, EPAC2 antag 20.8% and CCT modulator -1.9.
For C=CCn1c(SCc2nc3ccccc3nc2C)nnc1-c1ccoc1C the results were EPAC2 agonist -0.9%, Akt phos inh inactive, D3 ag 1.1, MmCpn inh -4.6%, D3 antag -22.6, PTHR1 ag 2.3%, EPAC2 antag -16.3% and CCT modulator 0.2.
Screening Cn1cccc1-c1nc2ccc(NC(=O)c3ccc([N+](=O)[O-])cc3)cc2[nH]1 returned EPAC2 agonist -10.3%, Akt phos inh inactive, D3 ag 0.9, MmCpn inh -1.0%, D3 antag -3.8, PTHR1 ag -5.8%, EPAC2 antag 19.4% and CCT modulator 2.3.
`CCCCCCCCCCCCCCCCn1cc[n+](C)c1` gave EPAC2 agonist 18.4%&8.6%, Akt phos inh inactive, D3 ag -6.7&1.1, MmCpn inh -0.2%&-0.1%, D3 antag 3.0&11.3, PTHR1 ag -30.8%&-17.7%[inhibitor], EPAC2 antag inconclusive and CCT modulator -2.3&-2.4.
`O=C(O)/C(=C\c1ccc(F)cc1)c1ccc(-c2ccccc2)cc1` gave EPAC2 agonist -6.2%, Akt phos inh inactive, D3 ag -0.1, MmCpn inh -1.3%, D3 antag -17.8, PTHR1 ag -0.9%, EPAC2 antag -23.4% and CCT modulator -3.5.
Screening CC(C)CCN1CC(C(=O)NCCC2=CCCCC2)CC1=O (stereo not drawn) returned EPAC2 agonist 8.7%, Akt phos inh inactive, D3 ag 0.6, MmCpn inh 0.9%, D3 antag -21.7, PTHR1 ag inactive, EPAC2 antag -4.3% and CCT modulator -3.6.
`O=C(Nc1nccs1)c1sc2cc(Cl)ccc2c1Cl` gave EPAC2 agonist 4.9%, Akt phos inh inactive, D3 ag 2.7, MmCpn inh -1.8%, D3 antag 6.2, PTHR1 ag -10.3%, EPAC2 antag 28.1% and CCT modulator 2.5.
Cc1cccc(C(C)Nc2ccc([N+](=O)[O-])cn2)c1 (stereo not drawn) was read as EPAC2 agonist 4.4%, Akt phos inh inactive, D3 ag 1.5, MmCpn inh -0.5%, D3 antag -7.9, PTHR1 ag -15.6%, EPAC2 antag -1.4% and CCT modulator 1.2.
`COc1cc(NC(=O)CCN2C(=O)NC3(CCCC3)C2=O)c(OC)cc1Cl` gave EPAC2 agonist 5.8%, Akt phos inh inactive, D3 ag 2.4, MmCpn inh 0.2%, D3 antag -0.9, PTHR1 ag -9.2%, EPAC2 antag 3.0% and CCT modulator -10.8.
CCOc1nc(-c2ccc(Cl)cc2)nc2ccccc12 was read as EPAC2 agonist -3.4%, Akt phos inh inactive, D3 ag 3.7, MmCpn inh 0.1%, D3 antag 8.7, PTHR1 ag -6.5%, EPAC2 antag -2.7% and CCT modulator -2.0.
CSc1nnc(C)c(=O)n1COC(=O)COc1ccc(Cl)cc1Cl was read as EPAC2 agonist 1.0%, Akt phos inh inactive, D3 ag -6.8, MmCpn inh 0.4%, D3 antag 13.1, PTHR1 ag -16.3%, EPAC2 antag -24.5% and CCT modulator 0.7.
For Cc1ccc(S(=O)(=O)NC2CC2)cc1 the results were EPAC2 agonist 7.2%, Akt phos inh inactive, D3 ag 2.8, MmCpn inh 0.5%, D3 antag 25.7, PTHR1 ag inactive, EPAC2 antag -1.5% and CCT modulator -0.8.
For CC(=O)c1cn(-c2ccc([N+](=O)[O-])cc2)c(=O)n(C)c1=O the results were EPAC2 agonist 9.1%, Akt phos inh inactive, D3 ag 8.2, D3 antag 11.0, PTHR1 ag -7.2%, EPAC2 antag 10.0% and CCT modulator -1.7.
Screening CC(C(=O)Nc1ccc(C#N)cc1)N(C)CC(=O)Nc1ccccc1Br (stereo not drawn) returned EPAC2 agonist 1.6%, Akt phos inh inactive, D3 ag -0.8, MmCpn inh 1.2%, D3 antag -6.5, PTHR1 ag -8.0%, EPAC2 antag 4.7% and CCT modulator -3.4.
Screening NS(=O)(=O)c1ccc(NC(=O)COC(=O)CN2C(=O)C3CC=CCC3C2=O)cc1 (stereo not drawn) returned EPAC2 agonist 1.6%, Akt phos inh inactive, D3 ag 3.3, MmCpn inh -0.1%, D3 antag 19.6, PTHR1 ag -11.5%, EPAC2 antag 2.5% and CCT modulator -0.2.
For COc1ccc(/C=N/n2cc(-c3ccc(OC)cc3)nc2N)cc1 the results were EPAC2 agonist 12.8%, Akt phos inh inactive, D3 ag -9.4, MmCpn inh -3.2%, D3 antag -18.8, PTHR1 ag 2.9%[57.5 µM], EPAC2 antag -6.0% and CCT modulator 0.0.
For Cc1nn(Cc2ccc(Cl)cc2)c(C)c1NC(=O)c1noc2c1CCc1ccccc1-2 the results were EPAC2 agonist 7.9%, Akt phos inh inactive, D3 ag 6.9&8.6, MmCpn inh 0.9%, D3 antag 17.3, PTHR1 ag -16.0%&-92.9%, EPAC2 antag 19.4% and CCT modulator 2.5.
Screening COc1ccc(NC(=O)c2oc3ccccc3c2CSC)cn1 returned EPAC2 agonist 5.5%, Akt phos inh inactive, D3 ag 6.0, MmCpn inh 1.7%, D3 antag inconclusive, PTHR1 ag -22.8%, EPAC2 antag -17.8% and CCT modulator -0.4.
`COC(=O)c1cc(S(=O)(=O)NCCc2ccc(Cl)cc2)c[nH]1` gave EPAC2 agonist 5.0%, Akt phos inh inactive, D3 ag -0.1, MmCpn inh 0.8%, D3 antag 23.1, PTHR1 ag -20.2%, EPAC2 antag -14.7% and CCT modulator -1.3.
`CCN(CC)C1CCN(C(=O)c2ccc3nc(Cc4ccc(OC)cc4)oc3c2)C1` (stereo not drawn) gave EPAC2 agonist 8.4%, D3 ag -14.7, MmCpn inh 0.4%, D3 antag 12.2, PTHR1 ag inactive, EPAC2 antag 10.6% and CCT modulator -68.5*.
`O=c1[nH][nH]c(C(F)(F)F)c1C=NCc1cccc(Cl)c1` gave EPAC2 agonist -0.6%, Akt phos inh inactive, D3 ag -4.0, MmCpn inh 0.9%, D3 antag -88.3*, PTHR1 ag inactive, EPAC2 antag 0.6% and CCT modulator -1.4.
`Cc1ccc(Cl)cc1NC(=O)CCS(=O)(=O)c1cccc2nonc12` gave EPAC2 agonist 11.1%, Akt phos inh inactive, D3 ag -11.6, MmCpn inh -1.3%, D3 antag -18.0, PTHR1 ag inactive, EPAC2 antag 3.0% and CCT modulator -4.8.
Screening COc1ccc(CN(C)C(=O)c2cccc(S(=O)(=O)N3CCN(c4ccccc4)CC3)c2)c(OC)c1OC returned EPAC2 agonist -0.1%, Akt phos inh inactive, D3 ag 15.0, MmCpn inh -0.6%, D3 antag 12.0, PTHR1 ag -33.1%[inhibitor], EPAC2 antag -11.3% and CCT modulator 0.2.
CN(C)c1ccc(C(CNC(=O)c2ccccc2Br)c2c[nH]c3ccccc23)cc1 (stereo not drawn) was read as EPAC2 agonist 3.3%, Akt phos inh inactive, D3 ag 0.0, MmCpn inh -2.2%, D3 antag 0.0, PTHR1 ag -35.8%, EPAC2 antag 8.1% and CCT modulator -1.8.
`CNC(=S)N(CCc1ccc(OC)c(OC)c1)Cc1cc2c(C)cc(C)cc2[nH]c1=O` gave EPAC2 agonist -4.5%, Akt phos inh inactive, D3 ag 1.9, MmCpn inh 2.5%, D3 antag 2.5, PTHR1 ag inactive, EPAC2 antag 10.3% and CCT modulator -0.9.
For Cc1c(C(=O)N(Cc2ccc(N(C)C)cc2)C2CCS(=O)(=O)C2)oc2ccccc12 (stereo not drawn) the results were EPAC2 agonist -6.4%, Akt phos inh inactive, D3 ag -1.1&4.5, MmCpn inh 0.4%, D3 antag 6.2, PTHR1 ag inactive, EPAC2 antag -7.8% and CCT modulator 1.5.
